# TDP1 cell noCPT: qHTS for Inhibitors of human tyrosyl-DNA phosphodiesterase 1 (TDP1): qHTS in cells in absence of CPT; DT40 Tdp1-/- hTDP1 cells, no CPT, ATP luminescence, 48 h; Potency, µM (highest dose often 46.2 µM), inactives show at the highest dose activity change, negative = growth inhibition, actives largely listed as inhibitors; actives 15% (n = 420,000); note: nearly all actives have a fitted effect of over 55% in size
#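 Compound effects on proliferation are scored in DT40 Tdp1-/-;hTDP1 cells in the absence of CPT. ATP levels (CellTiter-Glo luminescence) are recorded after a ≥48 hr, 37 °C incubation.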
# N370S GC: N370S glucocerebrosidase modulation, Gaucher chaperone candidate; N370S GC spleen homogenate, 4MU-glucoside fluorescence; AID 2101; P04062; Potency, µM (highest dose often 59.4 µM), for inactives: at the highest dose activity change, negative = inhibition, hits mostly inhibitors; actives 0.092% (n = 330,000);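 note: 0% = full enzyme activity and -100% = no enzyme basal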
# TDP1 inh: blocks human tyrosyl-DNA phosphodiesterase 1; Q9NUW8; recombinant TDP1, AlphaScreen DNA substrate cleavage; Potency, µM (highest dose often 130 µM), for the others: top-dose activity change, negative = inhibition, most hits filed as inhibitors; actives 0.28% (n = 350,000); AID 485290; note: nearly all actives have a fitted effect of over 40% in size
# Target sequence (Q9NUW8 whole entry, looked up): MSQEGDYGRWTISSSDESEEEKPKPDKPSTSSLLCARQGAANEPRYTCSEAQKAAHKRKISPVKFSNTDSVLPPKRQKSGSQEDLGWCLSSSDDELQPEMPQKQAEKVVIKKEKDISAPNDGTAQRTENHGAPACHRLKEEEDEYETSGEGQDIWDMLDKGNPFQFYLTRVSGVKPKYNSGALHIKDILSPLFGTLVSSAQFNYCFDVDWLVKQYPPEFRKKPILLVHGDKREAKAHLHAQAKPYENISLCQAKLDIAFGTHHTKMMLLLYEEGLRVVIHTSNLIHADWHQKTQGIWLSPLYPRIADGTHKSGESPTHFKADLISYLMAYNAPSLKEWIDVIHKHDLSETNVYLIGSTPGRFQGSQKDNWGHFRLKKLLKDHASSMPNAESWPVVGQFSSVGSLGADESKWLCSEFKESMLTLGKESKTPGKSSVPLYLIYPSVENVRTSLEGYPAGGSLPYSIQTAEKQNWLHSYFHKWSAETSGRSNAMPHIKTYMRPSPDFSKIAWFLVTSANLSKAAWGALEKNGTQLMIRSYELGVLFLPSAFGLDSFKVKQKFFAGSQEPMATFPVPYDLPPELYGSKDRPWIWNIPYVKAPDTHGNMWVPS
#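 Enzyme-compound mixtures sat 15 min at room temperature, followed by a 5 min reaction with 15 nM final substrate and 10 min with AlphaScreen beads. Recombinant human Tdp1 was used at 1 nM final.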
# Numbers without * were called inactive; u = inconclusive; x = no result given; & = joins results of further samples; [ ] = another dose, or the depositor's remark. Calls come from the whole dose curve; as a rule, active = well fitted curve in the direction sought with a large enough effect; inconclusive = small, poorly fitted or top-dose-only effect, or another doubt; inactive = no such curve, though single readings can be large; an effect the other way counts as inactive or inconclusive. Unless noted, % is set by controls: 0 for no effect and ±100 for the full control effect; potency is the fitted concentration of half-maximal effect. This is a subset. The share of hits here may be higher or lower than overall.
# The opening 26 compounds, ahead of the listing:
SMILES,TDP1 cell noCPT,N370S GC,TDP1 inh
CC1CCCC(C)N1C(=O)COC(=O)Cn1cnc2c1c(=O)n(C)c(=O)n2C (configuration not stated),-19%,-11%,0%
C/C(=N/OCC(=O)NCCCCCCNC(=O)CO/N=C(/C)c1cccs1)c1cccs1,u,26%,3%
CC1CCN(C(=O)CSc2nc(-c3ccc(F)cc3)cc(C(F)(F)F)n2)CC1,u,x,-3%
O=C(Nc1ccon1)Nc1ccc(Cl)cc1Cl,-16%,-4%,3%
CN(C(=O)CCl)C1CCCc2ccccc21 (configuration not stated),2.9µM*,-3%,-8%
Cc1cccn2c(=O)c(C(=O)NCCc3ccccc3)c(O)nc12,u,x,3%
CCOC(=O)CCc1c(C)c2ccc(OC(C)C(=O)OCC)c(C)c2oc1=O (configuration not stated),0%,9%,-7%
CCCC[C@H]1CCCO[C@@](C(=O)NCc2cc(C)n(C)n2)(C(F)(F)F)C1,x,-3%,9%
O=C(CSC1=NCCS1)NC1CCCCC1,-23%,19%,-3%
CCCC(=O)Nc1c2c(nc3ccccc13)N(c1ccccc1)CC2,u,23%,5%
CC(NC(=O)/C(C#N)=C/c1cn(-c2ccccc2)nc1-c1ccc(F)cc1)c1ccccc1 (configuration not stated),u,-3%,-5%
Cc1[nH]c(=O)[nH]c(=O)c1CSc1nnc([C@@H](NC(=O)OC(C)(C)C)C(C)C)o1,3%,18%,3%
CN(C)c1ccc(P(=O)(OCc2ccccc2)C(O)c2ccncc2)cc1 (configuration not stated),1%,-17%,4%
O=C(Cn1nnc2ccccc2c1=O)N[C@@H](Cc1ccccc1)C(=O)O,19%,7%,-1%
O=C(NCCNC(=O)c1cnccn1)c1cccc(Cl)c1,u,-3%,x
CCC(=O)N1CCc2cc(CNS(=O)(=O)c3c(C)cc(C)cc3C)ccc21,21µM*,x,5%
O=C(Nc1ccccc1O)c1cccc(S(=O)(=O)N2CCOCC2)c1,2%,3%,-3%
CN1CCC(OC(=O)c2cccc(Br)c2)CC1,-2%,x,1%
Nc1nc(SCC(=O)N2CCCc3ccccc32)n[nH]1,-27%,x,0%
CC(C)(C)c1ccc(C(=O)NC(Cc2c[nH]c3ccccc23)C(=O)OCC(=O)c2ccc(Cl)cc2)cc1 (configuration not stated),u,x,8%
Cc1ccccc1OCC(=O)NC(C)c1ccccc1 (configuration not stated),u,1%,x
O=C(COc1coc(CN2CCN(c3ccc(F)cc3)CC2)cc1=O)NC1CCCC1,u,-2%,1%
CC(=O)NCCC1CCN(c2nc3nonc3nc2N(C)Cc2ccccc2)CC1,-18%,-2%,-1%
C/C(=N\Nc1ccc2nncn2n1)c1ccc(Cl)s1,-5%,2%,1%
CCOc1nc(-c2ccc(Cl)cc2)nc2ccccc12,1%,-6%,2%
COc1ccc(C2CC(=O)Oc3ccc(C(C)(C)C)cc32)cc1 (configuration not stated),4%,19%,-5%

# Main list, previewed entries included:
SMILES,TDP1 cell noCPT,N370S GC,TDP1 inh
CC1CCCC(C)N1C(=O)COC(=O)Cn1cnc2c1c(=O)n(C)c(=O)n2C (configuration not stated),-19%,-11%,0%
C/C(=N/OCC(=O)NCCCCCCNC(=O)CO/N=C(/C)c1cccs1)c1cccs1,u,26%,3%
CC1CCN(C(=O)CSc2nc(-c3ccc(F)cc3)cc(C(F)(F)F)n2)CC1,u,x,-3%
O=C(Nc1ccon1)Nc1ccc(Cl)cc1Cl,-16%,-4%,3%
CN(C(=O)CCl)C1CCCc2ccccc21 (configuration not stated),2.9µM*,-3%,-8%
Cc1cccn2c(=O)c(C(=O)NCCc3ccccc3)c(O)nc12,u,x,3%
CCOC(=O)CCc1c(C)c2ccc(OC(C)C(=O)OCC)c(C)c2oc1=O (configuration not stated),0%,9%,-7%
CCCC[C@H]1CCCO[C@@](C(=O)NCc2cc(C)n(C)n2)(C(F)(F)F)C1,x,-3%,9%
O=C(CSC1=NCCS1)NC1CCCCC1,-23%,19%,-3%
CCCC(=O)Nc1c2c(nc3ccccc13)N(c1ccccc1)CC2,u,23%,5%
CC(NC(=O)/C(C#N)=C/c1cn(-c2ccccc2)nc1-c1ccc(F)cc1)c1ccccc1 (configuration not stated),u,-3%,-5%
Cc1[nH]c(=O)[nH]c(=O)c1CSc1nnc([C@@H](NC(=O)OC(C)(C)C)C(C)C)o1,3%,18%,3%
CN(C)c1ccc(P(=O)(OCc2ccccc2)C(O)c2ccncc2)cc1 (configuration not stated),1%,-17%,4%
O=C(Cn1nnc2ccccc2c1=O)N[C@@H](Cc1ccccc1)C(=O)O,19%,7%,-1%
O=C(NCCNC(=O)c1cnccn1)c1cccc(Cl)c1,u,-3%,x
CCC(=O)N1CCc2cc(CNS(=O)(=O)c3c(C)cc(C)cc3C)ccc21,21µM*,x,5%
O=C(Nc1ccccc1O)c1cccc(S(=O)(=O)N2CCOCC2)c1,2%,3%,-3%
CN1CCC(OC(=O)c2cccc(Br)c2)CC1,-2%,x,1%
Nc1nc(SCC(=O)N2CCCc3ccccc32)n[nH]1,-27%,x,0%
CC(C)(C)c1ccc(C(=O)NC(Cc2c[nH]c3ccccc23)C(=O)OCC(=O)c2ccc(Cl)cc2)cc1 (configuration not stated),u,x,8%
Cc1ccccc1OCC(=O)NC(C)c1ccccc1 (configuration not stated),u,1%,x
O=C(COc1coc(CN2CCN(c3ccc(F)cc3)CC2)cc1=O)NC1CCCC1,u,-2%,1%
CC(=O)NCCC1CCN(c2nc3nonc3nc2N(C)Cc2ccccc2)CC1,-18%,-2%,-1%
C/C(=N\Nc1ccc2nncn2n1)c1ccc(Cl)s1,-5%,2%,1%
CCOc1nc(-c2ccc(Cl)cc2)nc2ccccc12,1%,-6%,2%
COc1ccc(C2CC(=O)Oc3ccc(C(C)(C)C)cc32)cc1 (configuration not stated),4%,19%,-5%
CSc1cccc(NC(=O)C(C)Sc2ccc(C)cc2)c1 (configuration not stated),-14%,-8%,-6%
COc1ccc(NC(=O)CSc2n[nH]c(-c3ccncc3)n2)cc1Cl,u,x,4%
COc1ccc(S(=O)(=O)Nc2c3ccccc3nc(=O)n2-c2ccccc2)cc1,-29%,8%,0%
COc1cccc(OCC(O)CN2CCN(C)CC2)c1 (configuration not stated),-5%,2%,x
N=c1c(C(=O)NC2CCCCC2)cc2c(=O)n3ccccc3nc2n1Cc1ccco1,u,5%,x
O=C(Nc1cccc(S(=O)(=O)Nc2ccccc2F)c1)c1ccco1,-27%,x,1%
O=S1(=O)N=C(Oc2ccccc2)c2ccccc21,-5%,0%,-6%&-3%
COc1ccc(OCc2n(CC(=O)OC3CC(C)CCC3C(C)C)c3ccccc3[n+]2C)cc1 (configuration not stated),2.3µM*,-16%,5%
COc1nccc(C(F)(F)F)c1C(=O)Nc1ccc(Cl)cc1,u,-15%,-4%
S=C(NCc1ccccn1)Nc1ccc(Br)cc1Cl,-9%,3%,3%
CC(=O)Nc1nc(-c2ccc3c(c2)OCO3)cs1,-14%,-2%,x
CCOc1ccccc1NC(=O)CCn1ccnc1,-4%,-13%,x
Cc1ccc(OCCNc2ccc(C(F)(F)F)cc2[N+](=O)[O-])cc1,u,1%,-5%
COc1cccc(-c2c(C(=O)N/N=C/c3ccco3)nnn2-c2nonc2N)c1,2%,-9%,9%
CCS(=O)(=O)N1CCN=C1SCc1ccccc1,1%,1%,1%
Cc1cc(S(=O)(=O)N2CCN(Cc3ccccc3)CC2)c(C)s1,u,-13%,3%
O=C(CSc1nc(C2CCCCC2)nc2ccccc12)NCc1ccc2c(c1)OCO2,u,0%,0%
NS(=O)(=O)c1ccc(NC(=O)Nc2cccc(Cl)c2)cc1,-22%,-12%,6%
CN1CCN(C(=O)CCN2C(=O)/C(=C/c3cccc(Br)c3)SC2=S)CC1,12µM*,-8%,x
Cc1ccc(OCCCC(=O)N2CCOCC2)c(C)c1,-20%,-5%,5%
Cc1ccc(NCc2cccn2-c2nnc(N3CCC(C(=O)NCCC(C)C)CC3)s2)cc1,21µM*,x,5%
CCc1nnc(SCc2nc(-c3cccc(Cl)c3)oc2C)c2cc3sc(C)cc3n12,u,x,3%
O=C(COc1cccnc1[N+](=O)[O-])Nc1cccc2ccccc12,-2%,x,1%[56.1 µM]
COc1ccc(C2(C(=O)Nc3ccc(C(=O)O)cc3)CCOCC2)cc1,-16%,-8%,7%
# Next section
SMILES,TDP1 cell noCPT,N370S GC,TDP1 inh
Cc1cc(C(=O)CSc2nc(N)cc(=O)[nH]2)c(C)n1CC1CCCO1 (configuration not stated),18µM*,x,0%
CCN(CCCNC(=O)c1cc2c(-c3cccc(OC)c3)nn(C)c2s1)Cc1ccccc1,u,-22%,x
CSCc1cc(N(C)C)nc(SCc2ccc(Cl)c(Cl)c2)n1,u,15%,3%
O=C(NC(=S)N1CCN(c2ccc([N+](=O)[O-])cc2)CC1)c1ccc(F)cc1,26µM*,5%,-2%
CCOC(=O)C1(CC2CCCCO2)CCN(C(=O)Nc2ccc(SC)cc2)CC1 (configuration not stated),u,6%,0%
Cc1noc(C)c1-c1cc(NCCN2CCOCC2)ncn1,-25%,-15%,x
CCCCN(CCCC)C(=O)c1nsnc1-c1ccccc1O,-27%,-4%,-3%
COc1cc2c3nnc(-c4ccc(F)cc4)c-3cn(Cc3cccc(F)c3)c2cc1OC,2.6µM*,-8%,-3%
COc1ccc(CCNC(=O)c2cc3c(=O)n4cccc(C)c4nc3n(CCCN3CCOCC3)c2=N)cc1,-3%,1%,1%
CCOC(=O)CN1C2=NCCN2c2ccccc21,-7%,-2%,3%
Cn1cnc2c(NCc3ccccc3)nc(Cl)nc21,-16%,x,0%
CCCCN(C(=O)c1ccc(NC2CC2)c([N+](=O)[O-])c1)c1c(N)n(CC(C)C)c(=O)[nH]c1=O,3%,x,3%
O=C(NCc1ccccc1)C1CCCN1S(=O)(=O)c1cccc2cccnc12 (configuration not stated),-25%,11%,5%
O=C(c1ccc(S(=O)(=O)N2CCCC2)cc1)N1CCCC(C(F)(F)F)C1 (configuration not stated),-27%,-5%,0%
COc1ccc(C=O)cc1CN1C(=O)c2ccccc2C1=O,u,-7%,x
CC(=O)Nc1cc(N=Cc2ccc(O)cc2O)c(Cl)cc1Cl,u,-26%,0%
CC(/C=N/n1cnnc1)=C\c1ccco1,-10%,2%,2%
O=C(CSc1ncnc2c1oc1ccccc12)NC1CCCCC1,-24%,3%,1%
O=C(COC(=O)/C=C/c1ccccc1Cl)NC(=O)Cc1ccccc1,-12%,0%,3%
COc1ccc(-n2nnnc2S(=O)(=O)CC(=O)N2CCCCC2)cc1,1.5µM*,-3%,0%
CC(C)(C)c1ccc(C(=O)NC2=NC(c3cccc(F)c3)CC(=O)N2)cc1 (configuration not stated),u,x,5%
Cn1c(SCc2ccccc2[N+](=O)[O-])nnc1-c1cccnc1,-10%,2%,8%
Cc1cccc(-c2nc3c(c(SCC(=O)N4CCOCC4)n2)Cc2c(CO)cnc(C)c2O3)c1,3.7µM*,-5%,9%
O=C(NCCCn1ccnc1)/C(=C\c1cccs1)NC(=O)c1ccco1,u,2%,0%
CCN(CC)S(=O)(=O)c1cccc(NC(=O)c2ccc(-n3nc(C)cc3C)cc2)c1,23µM*,-3%,5%
Cc1cc(C)c(NC(=O)CNC(=O)Cc2sc(C)nc2-c2ccc(F)cc2)c(C)c1,-9%,-8%,x
C[C@]12CC[C@@H]3c4ccc(O)cc4CC[C@H]3[C@@H]1C[C@@H](O)[C@@H]2O,-16%&-30%,24%,-3%
COc1ccccc1OCC#CCSc1ncccn1,-16%,9%,6%
COc1ccccc1-c1noc(Cn2cc(S(=O)(=O)N3CCCC3)ccc2=O)n1,-24%,x,1%
Cc1ncc(C(=O)O)c(C(=O)O)c1N,-14%,5%,5%
O=C(CCC(=O)N1CCN(S(=O)(=O)c2ccc(Cl)cc2)CC1)NCc1ccccc1,-17%,-2%,0%
CC(C)OCCCN1CC(=O)N2[C@@H](Cc3c([nH]c4ccccc34)C2(C)C)C1=O,u,-11%,x

# Bioassay records from PubChem BioAssay.
